GAA glycogen: inhibitors or activators of human alpha-glucosidase glycogen cleavage. P10253. AID 2100. recombinant GAA, glycogen substrate, Amplex Red glucose oxidase fluorescence. Potency, µM (series often up to 76.4 µM), inactives show at the top dose activity change, negative = inhibition, usual class: inhibitors. actives 0.38% (n = 300,000);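 also: 0% = full enzyme reaction and -100% = no-enzyme basal signal; the screen sought inhibitors and activators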
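Recombinant human enzyme (4 nM); glycogen substrate; 37 C, 40 min, pH 5.0. Readout: coupled glucose oxidase/Amplex Red fluorescence.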
SMN2 splice up: increases expression of the SMN2 splice variant; HEK293 SMN2-luciferase splicing reporter, luminescence, 30-36 h; Potency, µM (top dose mostly 46.1 µM), without a hit: at the highest dose activity change, positive = activation, hits mostly activators; actives 2.8% (n = 210,000); AID 1458; also: % of control where 0% means no effect; nearly all actives have a fitted effect of over 55% in size
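qHTS luciferase splicing reporter: luminescence rises when SMN2 exon 7 is included in transfected HEK293 cells. Compound exposure lasted 30-36 h at 37C, with 4.5 mM final sodium butyrate as control, followed by a ONE-Glo read.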
* = called active by the depositor; ? = inconclusive; & = joins results of further samples; [ ] = another dose, or the depositor's remark. Calls follow the shape of the dose curve; as a rule, active = well fitted curve in the direction sought with a large enough effect; inconclusive = small, poorly fitted or top-dose-only effect, or another doubt; inactive = no such curve, though single readings can be large; an effect the other way counts as inactive or inconclusive. Potency is read from the fitted curve at half-maximal effect. The list is partial; the hit share may differ from the screen's.

SMILES	GAA glycogen	SMN2 splice up
COC(=O)c1ccc(OC)c(Cn2c(=O)n(-c3cccc(Cl)c3)c(=O)c3c4c(sc32)CN(C(C)=O)CC4)c1	11%[76.3 µM]	5%
CCN(CC)CCCNC(=O)c1nn(-c2ccc(OC)c(Cl)c2)c(=O)c2c1c1ccccc1n2C	1%[76.3 µM]	-6%
COc1cc(C(=O)Oc2c(Sc3ccccc3)c(C)nn2-c2ccccc2)cc(OC)c1OC	?	2%
Cc1cc(N2CCC(C(=O)Nc3ccccc3Cl)CC2)n2nc(C)c(-c3ccc(Cl)cc3)c2n1	9%[76.3 µM]	0%
CCOc1ccc(NC(=O)CSc2oc(-c3ccc(F)cc3)nc2S(=O)(=O)c2ccc(C)cc2)cc1	8%[76.3 µM]	2%
COc1ccc(-n2c(/C=C/c3c(C)[nH]c4ccccc34)nc3ccccc3c2=O)cc1	21%[76.3 µM]	-1%
O=C(NCCc1ccc(Cl)cc1)c1ccc2c(c1)N(Cc1ccccc1F)C(=O)c1ccccc1S2(=O)=O	-8%[76.3 µM]	0%
Cc1cc2oc(=O)c(CC(=O)O)c(C)c2c2occ(-c3ccc(F)cc3)c12	14%[76.3 µM]	12%
CCC(=O)N1CCc2cc(Br)cc(S(=O)(=O)CCC(=O)NCc3ccc(Cl)cc3)c21	0%[76.3 µM]	1%
COc1ccccc1Nc1nc(N)nc(N)c1S(=O)(=O)c1ccccc1	-17%[76.3 µM]	10%
Cc1ccc(Cl)cc1N(C)C(=O)c1cn(C2CCCCC2)c(=O)c2c1c1ccccc1n2C	-6%[76.3 µM]	-3%
CCOc1ccc(CCNC(=O)c2cn(C)c3ccc(S(=O)(=O)N4CCOCC4)cc3c2=O)cc1OCC	2%&6%[76.3 µM]	6%
CCCOc1ccc(C2c3c(-c4ccccc4O)n[nH]c3C(=O)N2CCCOCC)cc1OCC (configuration not stated)	-19%[76.3 µM]	-14%
CCc1ccc(-n2c(=O)c3c4c(sc3n(CC(=O)c3ccc(Br)cc3)c2=O)CCC4)cc1	-5%[76.3 µM]	2%
COc1cccc(C(=O)Nc2cc(-c3ccccc3)no2)c1	5%[76.3 µM]	16µM*
CCOc1ccc(CNC(=O)CSc2cc(=O)n(CC)c3ccccc23)cc1	20%[76.3 µM]	5%
Cc1ccc(CNCc2c(C(=O)O)c(C)n(Cc3ccc(C)cc3)c2C)cc1	5%[76.3 µM]	5%
Cc1ccc(CNC(=O)C2CCN(C(=O)c3cnn(-c4ccccc4)c3-n3cccc3)CC2)cc1	12%[76.3 µM]	-38%[inhibitor]
O=C(CSc1cn(CCNC(=O)c2ccccc2F)c2ccccc12)Nc1ccc2c(c1)OCCO2	8%[76.3 µM]	-16%
COc1ccc(C(=O)c2cn(Cc3ccccc3F)c3ccc(F)cc3c2=O)cc1	13%[76.3 µM]	-2%
COc1ccc(OC(=O)c2nc(SCc3ccc(F)cc3)ncc2Cl)cc1	-20%[76.3 µM]	5%
CCc1nn(CCCC(=O)NC(C)c2ccccc2)c(=O)c2cc3occc3n12 (configuration not stated)	-7%[76.3 µM]	4%
COc1ccc(CCN2C(=O)NC(NC(=O)c3ccccc3OC)(C(F)(F)F)C2=O)cc1OC (configuration not stated)	-8%[76.3 µM]	1%
CCc1ccccc1NC(=O)CN(c1cccc(C)c1C)S(C)(=O)=O	-5%[76.3 µM]	-5%
CCOc1ccc(N2CC(c3nc4ccccc4n3CCC3CCCCC3)CC2=O)cc1 (configuration not stated)	-11%[76.3 µM]	-2%
(next part)
SMILES	GAA glycogen	SMN2 splice up
COc1cc(Nc2nc3ccc(Cl)cc3nc2-n2nc(C)cc2C)cc(OC)c1	8%[76.3 µM]	2%
C=Cc1ccc(Cn2c(C)c(CNCc3cccc(Br)c3)c(C(=O)O)c2C)cc1	16%[76.3 µM]	11%
Cc1nc2c(c(C)nn2-c2ccccc2)c(C)c1CCC(=O)Nc1ccccc1	-8%[76.3 µM]	-5%
Cc1nnc(SCC(=O)Nc2ccc(Br)cc2)[nH]c1=O	-5%[76.3 µM]	5%
Cc1ccc(S(=O)(=O)c2nnn3c2nc(N2CCC(C(N)=O)CC2)c2cc(Cl)ccc23)cc1C	-22%[76.3 µM]	-5%
CCc1ccccc1S(=O)(=O)Cc1ccc(C(=O)NCCc2ccc(C)cc2)o1	-24%[76.3 µM]	-22%
Cc1cccc(Cn2c(C)c(CNC3CCCCCC3)c(C(=O)O)c2C)c1	-2%[76.3 µM]	-4%
CCOc1ccc(NC(=O)Cn2cc(C(=O)C3CC3)c3ccccc32)cc1	-7%&-6%[76.3 µM]	-2%
Cc1ccc(C(=O)COC(=O)CCC(=O)Nc2ccc(Oc3ccccc3)cc2)cc1C	10%[76.3 µM]	0%
COc1cc(C)ccc1OCCCn1c(-c2ccc(Cl)cc2)nc2ccccc2c1=O	2%[76.3 µM]	14%
Cc1ccc(CNC(=O)c2nnn(Cc3ccc(F)cc3)c2N)cc1	-25%[76.3 µM]	6%
COc1ccc(C2NC(=O)c3c(sc4c3CCN(C)C4)N2)cc1O (configuration not stated)	?	5%
CCc1cccc(NC(=O)COC(=O)c2cn(CC)c3nc(C)ccc3c2=O)c1	-1%[76.3 µM]	4%
CCOC(=O)c1oc2ccc(S(=O)(=O)n3nc(-c4ccccc4OC)cc3N)cc2c1C	2%[76.3 µM]	-5%
COc1ccc(OC)c(NC(=O)c2ccc3c(Cl)c4c(nc3c2)CCCC4)c1	15%[76.3 µM]	12%
COc1ccc(NC(=O)Cn2c(=O)n(-c3ccc(OC)c(OC)c3)c(=O)c3ccccc32)cc1	-2%[76.3 µM]	4%
CCOc1ccc(NC(=O)C2CCCN(S(=O)(=O)c3ccc(Br)s3)C2)cc1 (configuration not stated)	0%[76.3 µM]	13%
CCOc1ccc2cc(-c3nnc(Nc4ccccc4F)s3)c(=O)oc2c1	8%[76.3 µM]	6%
Cc1ccc(NC(=O)c2c(C)nc3sc(C(=O)Nc4ccc(F)cc4)c(N)c3c2-c2ccc(Cl)cc2)c(C)c1	4%[76.3 µM]	-3%
CCOCc1ccccc1Nc1ncnc2onc(-c3ccc(Cl)cc3)c12	-7%[76.3 µM]	-13%
O=C1CC(c2nc3ccccc3n2CCC2CCCCC2)CN1c1ccccc1Cl (configuration not stated)	-7%[76.3 µM]	-17%
COc1ccc(NC(=O)CC2C(=O)N(c3ccccc3)C(=O)N2CCc2sccc2C)cc1 (configuration not stated)	7%[76.3 µM]	14%
Cc1ccc(/C=C(\C#N)C(=O)Nc2cccc(Cl)c2)o1	-6%[76.3 µM]	?
COc1ccccc1N=c1scc(-c2ccc(S(=O)(=O)N3CCCC3)cc2)n1C	-12%[76.3 µM]	-29%
O=C(Nc1ccc(F)c(Cl)c1)c1ccc2c(Cl)c3c(nc2c1)CCCC3	5%[76.3 µM]	7%

An excerpt from above in order of SMILES length, lowest first.
SMILES	GAA glycogen	SMN2 splice up
Cc1nnc(SCC(=O)Nc2ccc(Br)cc2)[nH]c1=O	-5%[76.3 µM]	5%
Cc1ccc(/C=C(\C#N)C(=O)Nc2cccc(Cl)c2)o1	-6%[76.3 µM]	?
Cc1ccc(CNC(=O)c2nnn(Cc3ccc(F)cc3)c2N)cc1	-25%[76.3 µM]	6%
COc1ccc(C2NC(=O)c3c(sc4c3CCN(C)C4)N2)cc1O (configuration not stated)	?	5%
CCOc1ccc2cc(-c3nnc(Nc4ccccc4F)s3)c(=O)oc2c1	8%[76.3 µM]	6%
Cc1cccc(Cn2c(C)c(CNC3CCCCCC3)c(C(=O)O)c2C)c1	-2%[76.3 µM]	-4%
Cc1nc2c(c(C)nn2-c2ccccc2)c(C)c1CCC(=O)Nc1ccccc1	-8%[76.3 µM]	-5%
CCc1cccc(NC(=O)COC(=O)c2cn(CC)c3nc(C)ccc3c2=O)c1	-1%[76.3 µM]	4%
CCOc1ccc(NC(=O)C2CCCN(S(=O)(=O)c3ccc(Br)s3)C2)cc1 (configuration not stated)	0%[76.3 µM]	13%
C=Cc1ccc(Cn2c(C)c(CNCc3cccc(Br)c3)c(C(=O)O)c2C)cc1	16%[76.3 µM]	11%
Cc1ccc(C(=O)COC(=O)CCC(=O)Nc2ccc(Oc3ccccc3)cc2)cc1C	10%[76.3 µM]	0%
CCOC(=O)c1oc2ccc(S(=O)(=O)n3nc(-c4ccccc4OC)cc3N)cc2c1C	2%[76.3 µM]	-5%
COc1ccc(NC(=O)Cn2c(=O)n(-c3ccc(OC)c(OC)c3)c(=O)c3ccccc32)cc1	-2%[76.3 µM]	4%
Cc1ccc(S(=O)(=O)c2nnn3c2nc(N2CCC(C(N)=O)CC2)c2cc(Cl)ccc23)cc1C	-22%[76.3 µM]	-5%
Cc1ccc(NC(=O)c2c(C)nc3sc(C(=O)Nc4ccc(F)cc4)c(N)c3c2-c2ccc(Cl)cc2)c(C)c1	4%[76.3 µM]	-3%

Reformatted with the structure last: part of the list above
GAA glycogen | SMN2 splice up | compound
-24%[76.3 µM] | -22% | CCc1ccccc1S(=O)(=O)Cc1ccc(C(=O)NCCc2ccc(C)cc2)o1
2%[76.3 µM] | 14% | COc1cc(C)ccc1OCCCn1c(-c2ccc(Cl)cc2)nc2ccccc2c1=O

Next section
SMILES	GAA glycogen	SMN2 splice up
COc1ccc(-c2c(C)nn3c(-c4ccccc4)cc(C)nc23)cc1OC	-16%[76.3 µM]	9%
Cc1ccc2nc(SCc3nc(-c4ccccc4C)no3)[nH]c2c1	10%[76.3 µM]	-42%[inhibitor]
Fc1ccc(CNc2nc3c(-c4ccc(F)cc4)nnn3c3ccccc23)cc1	4%[76.3 µM]	8%
COc1ccc(-c2cc3nc(C)c(CCC(=O)N4CCN(c5ccccc5F)CC4)c(C)n3n2)c(OC)c1	17%[76.3 µM]	-5%
CCCn1cnc2cc(NCc3ccc(OC)cc3OC)ccc21	?	-15%
CCOc1ccc(-n2c(=O)c3c4c(sc3n(CC(=O)NC(C)CC)c2=O)CCCC4)cc1 (configuration not stated)	13%[76.3 µM]	1%
CCc1ccc2occ(CC(=O)Nc3c(C(=O)c4ccc(C)cc4)oc4ccccc34)c2c1	-7%[76.3 µM]	-6%
Oc1ccc(NCc2ccc(OCc3ccccc3Cl)cc2)cc1	?	7%
CCOc1ccc(CCNC(=O)c2nn(-c3ccc(OC)c(Cl)c3)c(=O)c3c2c2ccccc2n3C)cc1OCC	16%[76.3 µM]	-5%
COc1ccc(CSc2nc3ccncc3n2Cc2nc(-c3ccc(OC)c(OC)c3)oc2C)cc1	4%[76.3 µM]	?
CCCCN(C)C(=O)CSc1c2c(nc3ccc(Cl)cc13)CCCC2	11%[76.3 µM]	-18%
Cc1cc(C)cc(Oc2c(C(F)(F)F)oc3cc(OCC(=O)NC4CCCCC4)ccc3c2=O)c1	0%[76.3 µM]	-1%
COc1ccc(NC(=O)CCSc2nc(-c3ccco3)cc(C(F)(F)F)n2)cc1	0%[76.3 µM]	-7%
CN(C)S(=O)(=O)c1ccc(C(=O)Nc2c(C(=O)Nc3ccc(F)cc3)oc3ccccc23)cc1	-7%[76.3 µM]	4%
CCc1nn(CC(=O)NC(C)CCc2ccccc2)c(=O)c2cc3c(OC)cccc3n12 (configuration not stated)	15%[76.3 µM]	1%
COc1cc(OC)c(NC(=O)CCc2c(C)nc3ncnn3c2C)cc1Cl	15%[76.3 µM]	4%
COc1ccc(NC(=O)CN(Cc2ccccc2)S(=O)(=O)c2ccc(C)cc2)cc1Cl	-7%[76.3 µM]	-23%
COc1cccc(NC(=O)Cn2cc(C(=O)c3ccc(C)cc3)c(=O)c3cc(OC)ccc32)c1	-5%[76.3 µM]	-15%
CCC(C(=O)N1CCN(c2ccccc2)CC1)n1c(C)c2cnn(-c3ccccc3)c(=O)c2c1C (configuration not stated)	11%[76.3 µM]	-2%
Cc1cccc(CCn2c(=O)c3ccccc3n(Cc3ccccc3C)c2=O)c1	?	-12%
Cc1ccc(CN(Cc2ccco2)C(=O)COc2ccc(Cl)cc2)o1	10%[76.3 µM]	-6%
COc1ccc(NC(=O)c2sc3nc4c(cc3c2N)CCCCCC4)c(OC)c1	14%[76.3 µM]	-3%

Assay outcomes from PubChem BioAssay.
